CHOP inhibitor: blocks CHOP induction under ER stress; inhibition, % at 10 µM; CHO-K1 CHOP-promoter luciferase, tunicamycin-induced, 15-18 h; 220,000 compounds, 3.8% hits;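 active = compounds that reduced the stress-induced luciferase reporter signal by more than about 70% of percent inhibition, limit read from the data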;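 note: 0% = tunicamycin plus vehicle and 100% = wells without tunicamycin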
NPY2 pot ag: human NPY-Y2 potentiation or agonism, primary screen; P49146; cells expressing NPY-Y2, potentiator/agonist read-out; activation, % at 3.6 µM; 220,000 compounds, 0.45% hits; AID 1359; in the data active = activation above about 27%;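 note: cells stimulated with NPY near EC25 plus isoproterenol at EC100; 0% = vehicle plus submaximal agonist and 100% = vehicle plus saturating agonist; some results beyond the cut were filed as inactive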
S1P4 agonist: agonists of human S1P4 receptor; 220,000 compounds, 0.35% hits; S1P4-expressing cell line, agonist reporter assay; O95977; activation, % at 4.98 µM; in the data active = activation above about 11%;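 note: 0% = DMSO vehicle and 100% = reference agonist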
zfTRPN1 agonist: zebrafish TRPN1 (NompC) channel agonism; HEK293 zebrafish TRPN1-YFP, Fluo-8 calcium fluorescence; 100% = response to 87 µM carbachol; activation, % at 3 µM; 220,000 compounds, 0.18% hits; AID 1424;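 active = activation above its plate's cutoff, the mean activation of test wells on that plate plus 3 SD, cut at about 19% in these data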;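 note: 0% = DMSO alone and 100% = 87 µM carbachol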
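Assay system: Zebrafish TRPN1-YFP in HEK293 cells | Incubation: Dye loading 1 h at 37 °C, then 30 min room temperature | Measured by: Kinetic Fluo-8 fluorescence, ex 470-495, em 515-575 nm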
NPY-Y1 antag: blocks the human neuropeptide Y Y1 receptor; inhibition, % at 3.6 µM; P25929; HEK293-CNG Y1 cells, membrane potential fluorescence; NPY at EC95, then isoproterenol; AID 1040; 200,000 compounds, 1% hits;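 active = inhibition above the campaign mean inhibition of all tested compounds plus 3 SD, cut at about 20% in these data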;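 note: 0% = DMSO wells given NPY plus isoproterenol and 100% = isoproterenol alone without NPY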
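Test system – HEK293 Y1/CNG channel cell line · Also added – NPY agonist 25 nM, then isoproterenol 1 µM plus Ro 20-1724 25 µM · Compound dosing – one concentration, 3.6 µM, in 0.4% DMSO · Schedule – compound incubation 1 h at room temperature, readout 45 min post-stimulation · Technique – fluorescence, membrane potential probe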
EP2 mod: modulators of human EP2 prostaglandin E2 receptor | P43116 | EP2-expressing cells, cAMP HTRF FRET, PGE2 co-stimulation | induction, % at 25 µM | 260,000 compounds, 0.83% hits | AID 940;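 active = compounds whose cAMP rise, as percent of the full-agonist control response, exceeds 60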;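 note: rat C6 glioma line stably carrying human EP2 under a CMV promoter; the protocol text gives 20 µM as final concentration; 100% = response of wells given 1 µM PGE2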
Target sequence (P43116 whole entry, looked up): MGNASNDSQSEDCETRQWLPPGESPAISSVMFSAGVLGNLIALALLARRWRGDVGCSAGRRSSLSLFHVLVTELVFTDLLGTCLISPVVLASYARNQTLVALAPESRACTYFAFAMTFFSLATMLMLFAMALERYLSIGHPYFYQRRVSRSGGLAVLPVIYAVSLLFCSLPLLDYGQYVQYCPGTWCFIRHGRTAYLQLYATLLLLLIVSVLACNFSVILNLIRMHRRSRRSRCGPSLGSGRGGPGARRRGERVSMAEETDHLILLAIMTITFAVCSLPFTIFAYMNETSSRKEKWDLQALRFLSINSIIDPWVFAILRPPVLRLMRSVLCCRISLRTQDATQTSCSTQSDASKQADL
TRPML3 agonist: activates the human TRPML3 channel | Q8TDD5 | HEK293 TRPML3-YFP, Fluo-8 calcium fluorescence; 100% = the carbachol control signal | activation, % at 3 µM | 220,000 compounds, 0.29% hits;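 active = activation above its plate's cutoff, the mean activation of the plate's test wells plus 3 SD, cut at about 12% in these data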;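 note: 0% = DMSO only wells and 100% = carbachol wells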
Target sequence (Q8TDD5 whole entry, looked up): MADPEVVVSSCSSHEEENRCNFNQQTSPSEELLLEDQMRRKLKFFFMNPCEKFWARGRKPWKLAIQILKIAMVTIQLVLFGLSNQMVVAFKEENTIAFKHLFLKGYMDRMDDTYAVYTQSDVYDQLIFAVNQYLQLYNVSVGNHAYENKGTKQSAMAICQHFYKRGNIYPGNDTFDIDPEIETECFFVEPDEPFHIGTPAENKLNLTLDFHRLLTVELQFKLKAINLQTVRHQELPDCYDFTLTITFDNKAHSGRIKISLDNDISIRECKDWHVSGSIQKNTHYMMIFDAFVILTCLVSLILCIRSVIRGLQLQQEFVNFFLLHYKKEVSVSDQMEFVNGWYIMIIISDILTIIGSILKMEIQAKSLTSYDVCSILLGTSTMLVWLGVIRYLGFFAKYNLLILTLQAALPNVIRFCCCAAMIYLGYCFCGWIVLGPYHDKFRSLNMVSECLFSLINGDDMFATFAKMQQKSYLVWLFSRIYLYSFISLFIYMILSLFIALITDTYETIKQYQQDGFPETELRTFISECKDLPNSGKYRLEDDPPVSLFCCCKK
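Material: TRPML3-YFP stable HEK293 cells | Dosing: One concentration, 3 µM nominal, 0.3% DMSO | Timing: 125 s total fluorescence read per well | Technique: Fluo-8 calcium dye fluorescence, ex 470-495, em 515-575 nm | Measure: Percent activation from peak-to-basal fluorescence ratio, scaled between DMSO and carbachol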
S1P4 antagonist: human S1P4 receptor antagonism; 220,000 compounds, 0.26% hits; S1P4-expressing cells, antagonist mode, reporter read-out; inhibition, % at 4.98 µM; O95977; in the data active = inhibition above about 29%;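 note: 0% = wells stimulated with agonist and 100% = vehicle wells without agonist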
NPY1 pot ag: potentiators or agonists of human neuropeptide Y receptor Y1; activation, % at 3.6 µM; NPY-Y1 expressing cells, potentiator/agonist activation; 220,000 compounds, 0.37% hits; AID 1304; in the data active = activation above about 33%, passing the limit was not always enough;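 note: cells stimulated with NPY at EC10 then isoproterenol at EC100; 0% = low agonist plus stimulus and 100% = saturating agonist plus stimulus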
Starred values were filed as active, the others as inactive; nt = no result given.

molecule	CHOP inhibitor	NPY2 pot ag	S1P4 agonist	zfTRPN1 agonist	NPY-Y1 antag	EP2 mod	TRPML3 agonist	S1P4 antagonist	NPY1 pot ag
O=C(N/N=C1/SCC(=O)N1Cc1ccco1)c1ccccc1F	10	-2	0.0	0.3	6	-2	0.2	-10	-1
COc1cccc(NC(=S)NCc2ccc3c(c2)cc(C)n3C)c1	-25	-14	-0.8	-0.6	1	-68	0.1	-6	-15
O=C(COC(=O)c1cccnc1Cl)c1cccc(Cl)c1	2	-22	0.1	0.3	-2	-11	0.1	1	-28
CC(C)N(C=O)C1(C(=O)NC2CCCCC2)CCCCC1	41	3	-1.4	1.6	2	10	0.1	-2	8
CCOc1ccc(Cc2onc3c2C(=O)CC(C)(C)C3)cc1OCC	28	-13	-0.3	0.8	5	-1	5.6	2	-17
COC(=O)CCC(=O)N1CCOCCOCCOCC1	53	-4	2.3	0.0	4	19	0.7	0	11
CC(C)CC(=O)NC(=S)NNC(=O)c1cccc([N+](=O)[O-])c1	26	-9	2.0	1.2	-1	15	1.2	5	5
COc1cc(/C=C/C(=O)OCC(=O)NC(=O)NC23CC4CC(CC(C4)C2)C3)ccc1OCC#N	-4	-6	-0.1	-0.7	-2	15	0.6	-7	-6
O=C1CC(N2CCN(c3ccccc3)CC2)C(=O)N1c1ccc2c(c1)OCCO2 (stereo not drawn)	21	15	0.4	1.4	-2	5	1.5	-7	2
CCN1C(=O)/C(=C2/SC(C)=C(C)N2CC)SC1=S	20	12	0.2	0.1	-2	8	1.3	-3	2
Cc1ncoc1C(=O)N1CCCC(CCC(=O)NCc2ccccc2F)C1 (stereo not drawn)	8	1	-0.1	-0.7	-7	-15	0.3	-15	13
S=c1[nH]cnc2sc(Nc3ccccc3)nc12	-181	-9	-0.7	0.0	nt	-3	0.4	0	6
Cc1cccc(C)c1NC(=O)C1(N(Cc2ccco2)C(=O)Cn2nnnc2N)CCCCC1	-7	-5	2.0	-0.8	7	19	0.1	-15	3
C#CCSc1n[nH]c(=O)n1-c1cccc(C(F)(F)F)c1	9	2	-0.9	1.3	nt	-8	-0.1	-6	8
Cn1c(CN2CCCCC2)nc2cc(NC(=O)c3cccc(Br)c3)ccc21	-1	0	-3.7	4.2	7	-20	2.9	1	-17
COc1ccc(OCC(=O)N/N=C(\C)c2cc3ccccc3o2)cc1	9	-3	-0.4	-0.8	2	-21	-0.1	-13	-8
O=C(NCCCN1CCCC1=O)c1cccs1	18	7	1.9	1.8	3	25	1.3	-31	11
COc1nc(N/N=C/c2ccccc2F)nc(N2CCCCC2)n1	-13	-9	-4.1	-0.7	3	-19	-0.5	-11	-13
CCCCC(=O)Nc1ccc(C(=O)NCC(=O)OC)cc1	37	10	0.9	0.7	-5	5	0.2	-23	5
COc1ccc(/C=C/C(=O)c2ccccc2)cc1Cn1nnc2ccccc21	-66	3	-2.1	0.3	7	5	-0.8	-5	-11

Looked up above.
COc1ccc(OCC(=O)N/N=C(\C)c2cc3ccccc3o2)cc1 | zfTRPN1 agonist = -0.8
CCCCC(=O)Nc1ccc(C(=O)NCC(=O)OC)cc1 | NPY1 pot ag = 5

Later entries.
molecule	CHOP inhibitor	NPY2 pot ag	S1P4 agonist	zfTRPN1 agonist	NPY-Y1 antag	EP2 mod	TRPML3 agonist	S1P4 antagonist	NPY1 pot ag
O=C(NCc1ccc2c(c1)OCO2)c1cnc2ccccn2c1=O	2	-10	0.1	0.8	2	4	0.6	-20	-16
CCOC(=O)c1c(N)sc(=S)c2c1CCC2	-13	-25	0.1	-0.2	-4	5	0.5	3	-19
COc1ccc(CCN2C(=O)CC(Sc3ncccc3C(=O)O)C2=O)cc1OC (stereo not drawn)	0	-5	1.1	0.4	2	10	0.4	-23	-3
O=C(Cn1nnc(-c2ccccc2)n1)OCc1csc(-c2ccccc2)n1	44	10	1.0	1.1	-1	15	0.3	3	7
CC1(C)CC(=O)C2=C(C1)OC(N)=C(C#N)C21CCC2(CC1)OCCO2	-5	8	1.6	0.6	-1	8	1.1	-7	-12
CSc1ccccc1NC(=O)c1ccc(Cl)s1	33	-9	-2.4	-2.5	7	36	-0.4	-8	-15
Cn1cc(-c2ccccc2)cc(C#N)c1=O	0	-14	2.7	-1.1	-1	4	0.9	1	-16
CCN(CC)c1ccc(/C=N/NC(=O)c2c(Cl)c(C)nn2C)cc1	11	9	0.4	-1.4	1	-8	-0.9	-8	14
Cc1ccc(C)c(NC(=S)Nc2ccc(S(=O)(=O)Nc3ncccn3)cc2)c1	21	6	2.0	-0.1	-1	12	1.2	-21	0
O=C(NCCCl)NNc1c(Cl)cc(Cl)cc1Cl	4	-20	0.4	-0.2	-6	1	1.4	-12	-16
COc1ccc(S(=O)(=O)NCCCCCC(=O)NCCCN2CCOCC2)cc1	-5	-3	0.1	-1.4	1	21	-0.3	-10	22
Cc1ccc(-c2ccc(/C=C3/NC(=O)NC3=O)o2)cc1[N+](=O)[O-]	98*	14	1.1	0.3	-1	-94	0.2	-4	10
Cc1oc2c(c1C(=O)c1ccc(Cl)cc1)C(=O)C(=O)c1ccccc1-2	-21	1	2.3	0.8	26*	-11	-0.6	0	-22
COC(=O)CC1C(=O)NCCN1C(=S)NC(=O)c1sc2ccccc2c1Cl (stereo not drawn)	5	-4	-0.6	-1.3	1	-24	0.9	-3	-10
COc1ccc(C2/C(=C(/O)c3ccc(Cl)cc3)C(=O)C(=O)N2CCN2CCOCC2)c(OC)c1 (stereo not drawn)	8	4	1.9	0.5	12	16	0.7	-22	2
COc1cc2[nH]c(=O)n(Cc3ccc(C(=O)NC4CCN(Cc5ccccc5)CC4)cc3)c(=O)c2cc1OC	11	-8	0.6	-0.1	2	-2	0.7	7	-1
COc1cc(CNn2cnnc2)ccc1OCC(=O)NC1CCCCC1	9	20	-0.6	-0.4	1	11	0.2	-6	-8
CCN(CC)S(=O)(=O)c1cc(NC(=O)C2Cc3ccccc3C(=O)O2)ccc1C (stereo not drawn)	1	11	0.7	9.2	nt	-4	2.7	-15	22
CCOC(=O)c1c(NC(=O)c2ccn(CC)n2)sc2c1CCCC2	55	-9	-0.3	0.4	0	60	0.4	6	-40
CCC1(C)SC(NC(C)=O)=NN1C(C)=O (stereo not drawn)	11	10	-0.6	0.8	-1	-2	3.1	-3	-11
COCCNC(=O)CN(c1cc(Cl)ccc1OC)S(=O)(=O)c1ccc(C)c([N+](=O)[O-])c1	2	5	0.5	-1.8	0	-22	0.9	-3	6
COC(=O)C1=C(CN2CCSCC2)NC(=O)NC1c1cc(C)ccc1C (stereo not drawn)	24	13	1.4	-0.1	6	21	-0.2	-12	-12
N#Cc1ccccc1NC(=O)c1cccc(COc2ccc(Cl)cc2Cl)c1	29	0	-1.0	0.1	15	4	0.1	-10	-26
Cn1c(=O)[nH]c(=O)c2c1nc(N1CCNCC1)n2CCOc1ccccc1	nt	10	-0.5	-0.4	2	nt	1.3	-5	11
O=C(CCN1CCCCC1)c1ccc2c(c1)OCO2	-9	-2	-2.5	2.1	-3	14	0.1	-14	0
O=C(Oc1ccc(Cl)c2cccnc12)N1CCOCC1	2	4	-3.2	1.2	2	15	1.0	-5	-8
S=c1[nH]ncn2c1cc1oc3ccccc3c12	9	-8	-0.3	0.7	6	50	5.0	-2	10
O=C1CCC/C1=c1\s/c(=C\c2cccnc2)c(=O)n1-c1ccccc1	11	8	-1.7	0.7	4	32	0.2	-2	-8
CC(=O)c1ccc(N2C(=O)[C@@H]3C(CCC(N)=O)NC4(C(=O)Nc5c4ccc(Cl)c5C)[C@@H]3C2=O)cc1 (stereo partly drawn)	18	4	1.8	1.1	2	-27	0.9	-8	-7
OCC1CCCCN1C(=S)Nc1cccc(Cl)c1 (stereo not drawn)	23	5	-0.4	0.2	-4	11	0.6	-6	13

Pulled one by one from above, 2 records:
molecule	CHOP inhibitor	NPY2 pot ag	S1P4 agonist	zfTRPN1 agonist	NPY-Y1 antag	EP2 mod	TRPML3 agonist	S1P4 antagonist	NPY1 pot ag
Cn1c(=O)[nH]c(=O)c2c1nc(N1CCNCC1)n2CCOc1ccccc1	nt	10	-0.5	-0.4	2	nt	1.3	-5	11
O=C(CCN1CCCCC1)c1ccc2c(c1)OCO2	-9	-2	-2.5	2.1	-3	14	0.1	-14	0

Further structures follow.
molecule	CHOP inhibitor	NPY2 pot ag	S1P4 agonist	zfTRPN1 agonist	NPY-Y1 antag	EP2 mod	TRPML3 agonist	S1P4 antagonist	NPY1 pot ag
COc1cc(CNCCCN2CCOCC2)cc(Br)c1OCC(=O)N1CCCCC1	-3	-2	1.4	1.1	0	16	0.6	-16	8
Cc1ccccc1C(=O)NC(NC(=O)c1ccccc1C)c1cccc([N+](=O)[O-])c1	-26	-1	-1.7	-0.3	3	10	0.5	-9	-33
O=C(NCc1n[nH]c(=S)n1-c1ccc(F)cc1)c1ccc(S(=O)(=O)N2CCOCC2)cc1	82*	11	-1.5	0.8	3	31	1.0	0	13
O=C(Nc1ncc2c(n1)-c1ccccc1OC2)c1cccc([N+](=O)[O-])c1	30	3	-0.4	1.6	7	-22	1.0	-8	-16
COc1cccc(C2CC(c3ccccc3)Nc3nc(N)nn32)c1 (stereo not drawn)	0	-14	0.6	2.1	2	1	1.6	4	5
O=C(COC(=O)CCC1CCCC1)Nc1ccccc1OC(F)F	57	-2	1.0	-1.6	-2	2	-1.4	3	-9
CCOC(=O)C1CCN(c2c(NCCN3CCCCC3C)c(=O)c2=O)CC1 (stereo not drawn)	10	20	-0.3	-2.3	9	24	0.3	-9	9
Cc1c(N2C(=O)CSC2c2ccccc2)c(=O)n(-c2ccccc2)n1C (stereo not drawn)	11	-1	2.1	1.1	nt	3	0.8	0	16
CCn1c(SCC(=O)N2CCN(c3ccccc3)CC2)nc2c(c1=O)SC(C)C2 (stereo not drawn)	9	-18	-0.9	-0.4	4	-83	-1.0	4	-17
CCOC(=O)N1CCN(C(=S)NC)CC1	-20	1	-0.4	0.7	-9	6	1.3	7	-15
Cc1cccc2c1-c1sc(C(=O)N3CCc4ccccc4C3)cc1CO2	-14	10	2.5	0.8	0	-52	0.1	10	-22
COc1ccc(C(=O)COc2nc(C)cc(C)c2C#N)cc1	23	-14	-0.9	-1.2	11	19	-0.3	-11	-12
O=C(Nc1nc2ccccc2[nH]1)c1cccc(S(=O)(=O)N2CCOCC2)c1	-15	-5	0.7	-0.2	-1	-78	1.2	4	-2
CC(=O)c1cc(C#N)c(Oc2cc(C)cc(C)c2)nc1C	-4	2	0.0	-1.1	0	28	-0.4	3	-26
COc1ccccc1-c1nc(SCC(=O)N(C)c2ccccc2)c2c(=O)n(C)c(=O)n(C)c2n1	55	9	0.1	0.2	-2	34	0.8	-9	15
Cc1ccc(-n2nc(N)c3c(=O)oc(N(C)C)nc32)cc1	34	0	0.3	0.6	3	23	1.2	-4	0
O=C1N/C(=N/Nc2ccccc2)S/C1=C\c1ccccc1	36	-19	0.3	-1.0	-2	-7	-0.5	-1	6
CC(=O)NS(=O)(=O)c1ccc2sc(C)nc2c1	-5	-37	-0.1	0.8	nt	-17	0.8	16	-38
